RGS7-Gao – regulators of human RGS7-Galphao interaction. binding response (% of control), % at 10 µM. P09471. Multiplexed bead flow cytometry, RGS7-Galphao binding; actives lie on both sides. 0.35% of 220,000 active; in the data active means binding response below about 49% or above about 150%; inconclusive means no clear call, values can overlap the other calls; inactive means in between;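 further: fluorescent Galphao held in activated GDP-AlF4 state binding bead-coupled RGS7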
Bcl-XL Bim block – human Bim-Bcl-XL interaction inhibition. 0.04% of 190,000 active. AID 1007. inhibition, % at 10 µM. Bim peptide-Bcl-XL binding, bead flow cytometry, fluorescence. Q07817
Target sequence (Q07817 whole entry, looked up): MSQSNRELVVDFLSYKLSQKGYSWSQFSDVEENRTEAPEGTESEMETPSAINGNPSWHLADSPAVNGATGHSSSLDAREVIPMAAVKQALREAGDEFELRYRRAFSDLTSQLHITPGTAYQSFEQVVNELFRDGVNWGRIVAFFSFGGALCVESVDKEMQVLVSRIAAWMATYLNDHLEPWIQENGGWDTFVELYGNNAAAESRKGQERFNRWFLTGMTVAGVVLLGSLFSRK
RGS4-Gao reg – modulates binding of RGS4 to human Galphao. P09471. Multiplexed bead flow cytometry; actives lie on both sides. binding response (% of control), % at 10 µM. 0.33% of 220,000 active. AID 1415; in the data active means binding response below about 49% or above about 150%; inactive means in between;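 further: fluorescent Galphao activated with aluminum fluoride binding bead-coupled RGS4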
GSH bead fluor – GSH bead compound fluorescence profile | GSH beads flow cytometry, compound fluorescence 488/530 nm; hits give high values | fluorescence (KMESF) at 10 µM | 0.25% of 190,000 active; in the data active means fluorescence above about 89;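 further: glutathione beads carrying GST-tagged Bcl family fusion proteins plus one bare bead set; values are compound well signal with DMSO vehicle wells as background; inactives centre near 16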
Bcl-W Bim block – disrupts Bim peptide binding to human Bcl-W; Q92843; inhibition, % at 10 µM; 0.02% of 190,000 active; bead-based flow cytometry;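 further: 0% = bound tracer without compound and 100% = peptide blocker; higher means less fluorescent Bim peptide bound to Bcl-W beads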
Target sequence (Q92843 whole entry, looked up): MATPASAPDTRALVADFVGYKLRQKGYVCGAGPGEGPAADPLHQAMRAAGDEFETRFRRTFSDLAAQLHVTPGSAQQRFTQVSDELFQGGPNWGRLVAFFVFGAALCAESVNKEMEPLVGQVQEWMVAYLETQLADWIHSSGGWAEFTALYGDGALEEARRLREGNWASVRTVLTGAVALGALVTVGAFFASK
ABCG2 block – blocks JC-1 efflux by human ABCG2 transporter. Q9UNQ0. IgMXP3 cells, flow cytometry. inhibition, % at 6.6 µM. 0.1% of 190,000 active. AID 1325;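 active means inhibition above 80%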;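 further: 0% = DMSO and 100% = nicardipine control wells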
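Test system: ABCG2 IgMXP3 and barcoded ABCB1 CCRF-Adr cell mix; Schedule: cells with compound and JC-1, 10 min at 25 °C, rotating, no wash; Technique: flow cytometry of retained JC-1 fluorescence; Measure: % inhibition of efflux relative to nicardipine and DMSO; Controls: nicardipine high and DMSO low controls.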
Avidin fluor – avidin bead compound fluorescence profile. AID 1775. 0.38% of 220,000 active. Avidin beads, compound fluorescence 488/530 nm, flow cytometry; hits give high values. fluorescence (KMESF) at 10 µM; in the data active means fluorescence above about 47; further: inactives centre near 10
ABCB1 block – human ABCB1 inhibition, ABCG2 as counter-screen | P08183 | AID 1326 | CCRF-Adr cells, JC-1 efflux, flow cytometry | inhibition, % at 6.6 µM | 0.067% of 190,000 active; in the data active means inhibition above about 40%;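 further: 0% = vehicle and 100% = reference inhibitor; higher value means more JC-1 retained so stronger ABCB1 efflux block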
Bim-Bcl-B – inhibitors of Bim-Bcl-B interaction, human; bead-based flow cytometry, Bim peptide-Bcl-B binding; inhibition, % at 10 µM; 0.073% of 190,000 active;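 further: 0% = tracer peptide without compound and 100% = reference inhibitor peptide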
Target sequence (Q9HD36 whole entry, looked up): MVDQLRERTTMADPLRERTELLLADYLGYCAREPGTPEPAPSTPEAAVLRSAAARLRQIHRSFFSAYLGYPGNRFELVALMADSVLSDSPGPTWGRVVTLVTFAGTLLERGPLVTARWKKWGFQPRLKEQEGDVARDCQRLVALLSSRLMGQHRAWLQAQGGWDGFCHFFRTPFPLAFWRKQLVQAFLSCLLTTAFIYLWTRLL
Bfl-1 Bim block – human Bim-Bfl-1 interaction inhibition | 0.12% of 190,000 active | Bead-based flow cytometry, Bim-Bfl-1 binding inhibition | Q16548 | AID 1008 | inhibition, % at 10 µM;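 further: 0% = wells without compound plus tracer and 100% = blocker peptide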
Bcl-2 Bim block – disrupts Bim peptide binding to human Bcl-2 | AID 950 | inhibition, % at 10 µM | Bead-based flow cytometry, Bim peptide-Bcl-2 binding | 0.06% of 190,000 active | P10415; in the data active means inhibition above about 40%; inconclusive means no clear call, values can overlap the other calls;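 further: 0% = no compound wells with probe peptide and 100% = reference peptide inhibitor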
Target sequence (P10415 whole entry, looked up): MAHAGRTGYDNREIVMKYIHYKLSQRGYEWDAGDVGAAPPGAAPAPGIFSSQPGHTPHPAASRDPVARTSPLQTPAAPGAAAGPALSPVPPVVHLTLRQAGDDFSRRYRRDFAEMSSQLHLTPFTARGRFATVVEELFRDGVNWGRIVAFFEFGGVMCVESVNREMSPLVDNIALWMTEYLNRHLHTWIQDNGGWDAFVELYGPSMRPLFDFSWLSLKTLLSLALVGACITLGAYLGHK
The depositor's hits bear a star; ? = inconclusive. Unless noted, no stated cut-off is given here; in the data, active means inhibition above about 40%. Compounds as they come; any-hit rate near 1.3%.

no.	smiles	RGS7-Gao	Bcl-XL Bim block	RGS4-Gao reg	GSH bead fluor	Bcl-W Bim block	ABCG2 block	Avidin fluor	ABCB1 block	Bim-Bcl-B	Bfl-1 Bim block	Bcl-2 Bim block
1	CCOC(=O)CNc1ncc([N+](=O)[O-])cc1C#N	112	10	103	16	9	1	11	0.4	12	5	5
2	Cc1cc2cc3c(cc2nc1SCC(=O)OC(C)C)OCCO3	99	-3	100	12	0	0	13	0.0	0	1	-5
3	COc1ccccc1C1C=C(c2ccccc2)Nc2nnnn21 (stereo not given)	104	-5	102	20	-1	-3	8	0.5	-3	-2	-3
4	COc1ccc(NC(=O)CCCN2C(=O)/C(=C\c3ccco3)SC2=S)cc1	95	-5	98	12	-4	-1	10	-0.1	-20	-3	0
5	COc1ccc(-c2nncnn2)cc1	101	-4	101	70	-3	48	6	0.8	-3	-2	-3
6	CC(=O)c1c(C)[nH]c(C(=O)OCC(=O)C(C)(C)C)c1C	99	0	102	15	-1	3	8	0.0	-3	-3	-2
7	COc1ccccc1Sc1nc(-c2ccccc2)ncc1OC	101	-18	104	77	-17	3	11	0.0	-29	-31	-28
8	COc1cc(C(=O)O)cc(OC)c1OCc1cc(C(=O)O)oc1C	98	-1	103	15	0	0	12	0.0	-3	-5	-1
9	O=C1N/C(=C/c2cccn2-c2ccccc2)C(=O)N1Cc1ccc(F)cc1	97	13	99	7	10	1	4	0.0	-57	42*	11
10	Cn1c(SCC(=O)NC2CCCCCC2)nnc1-c1cccs1	102	-3	103	45	4	6	4	0.1	-6	-8	-9
11	O=C(CSc1nnnn1-c1ccccc1)Nc1ncc(Cc2cccc(Cl)c2Cl)s1	106	4	101	7	2	-1	17	-0.3	3	13	16
12	COc1ccc(-c2nc(NC(=O)c3cc(C(C)(C)C)nn3C)sc2C)cc1	99	-1	102	17	-1	4	30	1.4	0	-1	1
13	O=C(NCCc1ccccc1)c1n[nH]c(=O)c2ccccc12	104	-5	106	16	0	-1	12	-0.8	-6	-4	-1
14	O=C(CCCCCn1c(=O)[nH]c2ccccc2c1=O)N1CCN(Cc2ccc3c(c2)OCO3)CC1	99	-5	103	29	-3	38	11	3.3	-3	0	-4
15	CCc1cccc2c(C(=O)COC(=O)c3ccc([N+](=O)[O-])s3)c[nH]c12	95	-1	94	7	-2	-8	11	-0.7	-4	0	-3
16	COC(=O)c1ccccc1NC(=O)Nc1cc(C)cc(C)n1	111	10	111	24	1	2	13	1.1	-2	-11	-7
17	COCCNC(=O)C(c1ccco1)N(C(=O)Cn1nnc2ccccc21)c1ccc(C)cc1C (stereo not given)	100	-3	101	33	-3	1	16	0.4	-7	-11	-4
18	Cc1ccc(S(=O)(=O)NC(=O)NC(C)(C)C)cc1	100	-4	100	19	0	12	30	0.7	-7	-16	-9
19	Cc1ccc(NC(=O)CN(C)CC(=O)Nc2ccccc2C#N)cc1	99	-6	103	10	0	2	5	0.1	-1	-4	0
20	CO/N=C/c1c(-c2ccccc2)nn(C)c1Cl	98	-4	100	69	-3	8	9	-0.5	-3	-1	2

(cont.)
no.	smiles	RGS7-Gao	Bcl-XL Bim block	RGS4-Gao reg	GSH bead fluor	Bcl-W Bim block	ABCG2 block	Avidin fluor	ABCB1 block	Bim-Bcl-B	Bfl-1 Bim block	Bcl-2 Bim block
21	CCOC(=O)CC1(C)NC(=O)c2c(C)sc(C(=O)OCC)c2N1 (stereo not given)	100	-2	101	11	2	5	36	1.0	1	0	-1
22	NC(=O)C1CCN(c2oc(-c3ccccc3F)nc2S(=O)(=O)c2ccc(Cl)cc2)CC1	101	-9	102	35	-1	4	9	0.6	-8	-16	-12
23	O=C(CCc1ccccc1)NC(=S)Nc1cc(C(F)(F)F)ccc1N1CCOCC1	100	-1	102	10	0	6	9	0.5	-8	-12	-10
24	CCOC(=O)Cn1c(=O)c2c(nc(N3CCCCC3)n2C)n(C)c1=O	99	-6	98	23	0	11	10	1.1	-9	-15	-7
25	CCc1c(C)nc2c(C)cccc2c1SCCC#N	86	-1	89	10	-1	4	11	0.8	-5	-4	-3
26	COc1cccc2c1NC(C(=O)O)C1CC=CC21 (stereo not given)	36*	-3	70	6	1	-23	6	-3.0	28	17	24
27	COc1cc(/C=C/C(=O)OCC(=O)NCc2ccco2)cc(OC)c1OC	98	-3	100	7	0	7	3	0.4	0	1	1
28	CCCCN(CCCC)C(=O)C1CC=CCC1C(=O)O (stereo not given)	104	0	102	12	-1	0	12	0.3	-2	-7	-6
29	N#Cc1c(NC(=O)CSc2nc(N)cc(=O)[nH]2)sc2c1CCCCCC2	102	0	104	41	3	7	7	0.0	-6	-8	-8
30	Cc1nn(-c2cccc(C(F)(F)F)c2)c(Cl)c1/C=N/Nc1cccc(C(=O)O)c1	96	-4	98	3	0	-10	7	-1.8	-5	-1	0
31	COc1cc(Cc2nc3ccc(S(=O)(=O)N4CCOCC4)cc3[nH]2)cc(OC)c1OC	96	1	101	66	0	0	8	0.0	-7	-11	-10
32	Cc1cccn2cc(CSc3nnc(Nc4ccc(C(C)C)cc4)s3)nc12	95	-7	102	11	0	3	3	1.5	0	1	0
33	Cc1cc(Nc2ccccc2)n(C(=O)c2ccccc2)n1	99	0	97	9	6	4	9	0.8	-5	-8	-4
34	O=C(CSc1nnc(-c2cccnc2)s1)Nc1ccnc2ccccc12	103	-6	104	12	0	0	13	0.0	-6	-8	-4
35	CC(=O)Nc1ccccc1-c1nnc(SCc2ccccc2Cl)[nH]c1=O	98	-7	104	36	0	-1	13	-0.1	-7	-14	-9
36	O=C(O)CCCSc1nccn1-c1ccccc1	96	-3	100	15	-1	0	12	0.1	-5	-4	-4
37	CC1Cc2cc(/C(O)=C3\C(=O)C(=O)N(CCN(C)C)C3c3ccccc3F)ccc2O1 (stereo not given)	100	3	102	30	0	0	11	-0.1	-6	-11	-5
38	CC(Oc1ccc(Cl)cc1)c1ccc(C#N)c(=O)[nH]1 (stereo not given)	98	-2	99	20	0	-1	10	-0.6	-8	-4	-10
39	Cc1ccc(-c2cc(C(F)F)nc(N3CCOCC3)n2)cc1	89	-4	92	22	-4	0	6	-0.2	-9	-5	-1
40	O=C(CN1CCN(C(=O)c2ccccc2)CC1)Nc1ccc(Br)cn1	96	-2	98	13	0	5	9	0.4	-6	-11	-10

Additional records
no.	smiles	RGS7-Gao	Bcl-XL Bim block	RGS4-Gao reg	GSH bead fluor	Bcl-W Bim block	ABCG2 block	Avidin fluor	ABCB1 block	Bim-Bcl-B	Bfl-1 Bim block	Bcl-2 Bim block
41	COc1ccccc1/C=C/CN1CCCC(CO)(Cc2cccc(Cl)c2)C1 (stereo not given)	105	-5	102	13	-4	8	6	8.1	-7	-4	-3
42	COc1ccc(C(C)(C)C)cc1NC(=O)Cn1cnnn1	?	0	84	15	0	6	10	1.0	-2	-4	-2
43	COc1cc(-c2nnc3sc(C4CCCCC4)nn23)cc(OC)c1OC	101	-4	105	41	3	9	6	2.8	-13	-10	-11
44	CC1(C)C2([N+](=O)[O-])CN3CC1([N+](=O)[O-])CN(C2)C3c1ccccc1 (stereo not given)	98	0	102	8	0	4	33	0.2	-3	-3	1
45	Cc1cc(C(=O)COC(=O)c2cc(Cl)ccc2N)c(C)n1Cc1ccco1	101	-6	98	9	-1	7	13	0.1	-9	4	-2
46	Cc1cc2cc(CNC(=O)c3cc4ccccc4o3)ccc2n1C	100	-5	101	23	-1	18	27	1.5	-9	-17	-6
47	Cc1ccc(C)c(NC(=S)Nc2cccc3cnccc23)c1	100	-3	103	12	0	-1	9	-1.0	0	4	-3
48	COC(=O)C1=C(C)Nc2nnnn2C1c1ccc(Cl)cc1Cl (stereo not given)	103	2	101	42	-2	6	9	1.1	-9	-11	-9
49	COc1ccc(C(=O)NC(=S)N2CCC(C)CC2)cc1	101	-2	103	46	4	1	10	0.1	-12	-7	-9
50	CCCC(=O)NC(NC(=S)Nc1ccc(N=Nc2ccccc2)cc1)C(Cl)(Cl)Cl (stereo not given)	103	-9	103	17	-7	8	17	0.2	-10	-12	-2
51	Cc1cccc(N2CN(Cc3ccco3)CNC2=S)c1C	94	-8	94	17	-3	12	14	1.8	-9	-12	-7
52	Oc1cccc(/C=N/c2c(-c3ccco3)nc3ccccn23)c1	96	2	100	14	9	41	12	1.5	1	10	3
53	O=C(COC(=O)CCc1ccc(S(=O)(=O)N2CCOCC2)cc1)NC1CCCCCC1	98	-3	101	8	0	6	11	2.1	-1	0	-1
54	O=C(N/N=C/c1cccc(Oc2ccc([N+](=O)[O-])cc2[N+](=O)[O-])c1)c1cncc(Br)c1	95	0	95	19	-3	1	8	0.1	-5	3	1
55	Cc1ccc(S(=O)(=O)NCC(=O)N/N=C/c2ccc(Cl)cc2)cc1	105	-4	103	7	0	3	3	0.3	-4	-3	-1
56	O=C(COc1ccc(Cl)cc1Cl)N(Cc1ccco1)C1CCS(=O)(=O)C1 (stereo not given)	106	-7	102	44	0	3	12	0.4	-6	-10	-5

11 structures out of the list, arranged by molecular weight, falling:
no.	smiles	RGS7-Gao	Bcl-XL Bim block	RGS4-Gao reg	GSH bead fluor	Bcl-W Bim block	ABCG2 block	Avidin fluor	ABCB1 block	Bim-Bcl-B	Bfl-1 Bim block	Bcl-2 Bim block
50	CCCC(=O)NC(NC(=S)Nc1ccc(N=Nc2ccccc2)cc1)C(Cl)(Cl)Cl (stereo not given)	103	-9	103	17	-7	8	17	0.2	-10	-12	-2
53	O=C(COC(=O)CCc1ccc(S(=O)(=O)N2CCOCC2)cc1)NC1CCCCCC1	98	-3	101	8	0	6	11	2.1	-1	0	-1
56	O=C(COc1ccc(Cl)cc1Cl)N(Cc1ccco1)C1CCS(=O)(=O)C1 (stereo not given)	106	-7	102	44	0	3	12	0.4	-6	-10	-5
45	Cc1cc(C(=O)COC(=O)c2cc(Cl)ccc2N)c(C)n1Cc1ccco1	101	-6	98	9	-1	7	13	0.1	-9	4	-2
41	COc1ccccc1/C=C/CN1CCCC(CO)(Cc2cccc(Cl)c2)C1 (stereo not given)	105	-5	102	13	-4	8	6	8.1	-7	-4	-3
55	Cc1ccc(S(=O)(=O)NCC(=O)N/N=C/c2ccc(Cl)cc2)cc1	105	-4	103	7	0	3	3	0.3	-4	-3	-1
48	COC(=O)C1=C(C)Nc2nnnn2C1c1ccc(Cl)cc1Cl (stereo not given)	103	2	101	42	-2	6	9	1.1	-9	-11	-9
44	CC1(C)C2([N+](=O)[O-])CN3CC1([N+](=O)[O-])CN(C2)C3c1ccccc1 (stereo not given)	98	0	102	8	0	4	33	0.2	-3	-3	1
51	Cc1cccc(N2CN(Cc3ccco3)CNC2=S)c1C	94	-8	94	17	-3	12	14	1.8	-9	-12	-7
49	COc1ccc(C(=O)NC(=S)N2CCC(C)CC2)cc1	101	-2	103	46	4	1	10	0.1	-12	-7	-9
42	COc1ccc(C(C)(C)C)cc1NC(=O)Cn1cnnn1	?	0	84	15	0	6	10	1.0	-2	-4	-2

Assay outcomes as filed in PubChem BioAssay.
